From PubChem
NCI-60 one-dose screen, 48 h, at 10 µM unless noted. Numbers give growth in % (100 = growth as untreated, 0 = no growth, -100 = all killed).
EKVX: EKVX NSCLC; 3% of 71,000 active
SK-MEL-28: SK-MEL-28 melanoma; AID 1794761; 4.1% of 81,000 active
SK-MEL-5: SK-MEL-5 melanoma; AID 1794755; 6.4% of 80,000 active
SK-MEL-2: SK-MEL-2 melanoma; 4.7% of 77,000 active
HOP-92: HOP-92 NSCLC cells. 6.3% of 71,000 active. AID 1794738
A549/ATCC: A549/ATCC NSCLC; AID 1794740; 3.7% of 81,000 active
HOP-62: HOP-62 NSCLC | 3.9% of 80,000 active | AID 1794735
M14: M14 melanoma; 6.2% of 80,000 active
The depositor's hits bear a star; . = not tested or not shown; & = joins results of further samples. How the source made its calls: active means growth percent below 10; inactive means the rest. Outcome played no part in choosing rows; overall some 11% were active at least once.

Each structure is followed by: HOP-62 | HOP-92 | SK-MEL-5 | A549/ATCC | SK-MEL-28 | SK-MEL-2 | M14 | EKVX
> COc1ccc(Br)c(C(=O)Sc2nnnn2-c2cccc(Cl)c2)c1
 : 94 | 93 | 100 | 86 | 100 | . | 106 | .
> CC(=O)c1nnn(C(C)(C)C(N)=O)c1C
 : 109 | 118 | 103 | 108 | 114 | 112 | 104 | 111
> COc1cc2nc(SCC(=O)NNC(=S)NC(=O)c3ccccc3)n(-c3ccc(Cl)cc3)c(=O)c2cc1OC
 : 57 | 86 | 58 | 71 | 69 | 91 | 64 | 52
> Nc1ccccc1C(=O)Nc1ccccc1
 : 101 | 103 | 85 | 87 | 102 | 81 | 97 | 118
> CC(=O)c1nc2ccccc2n1CCN1CCN(C)CC1
 : 41 | . | 39 | 31 | 48 | 25 | 21 | .
> CN1C(=O)C2(SCC(C(=O)NC(C)(C)C)N2C(=O)C2CCCCC2)c2ccccc21 (stereo unspecified)
 : 102 | 105 | . | 104 | 110 | 91 | 95 | 91
> COC1CCN(Cc2ccc3c(NNC(=O)c4cnccn4)nc4cc(F)ccc4n23)C1 (stereo unspecified)
 : 30 | 40 | 16 | 19 | 29 | 75 | 3.2* | 30
> COc1ccc(C/C(C)=C(\c2ccc(O)cc2)c2ccc(OCCN3CCCCC3)cc2)cc1
 : 96 | 72 | 86 | 79 | 90 | 114 | 40 | 90
> O=[N+]([O-])c1cc(Br)c2c(c1)CCN2
 : 97 | 87 | 103 | 107 | 107 | 99 | 97 | .
> S=C1NC(c2ccccc2)=CC(c2ccc3c(c2)OCO3)N1 (stereo unspecified)
 : 101 | 95 | 99 | 103 | 122 | 102 | 106 | 97
> CCOC(=O)C(C)(C)Oc1ccc(Cl)cc1
 : 111 | . | . | 98 | . | 139 | 105 | 97
> CC(=O)Nc1c(I)c(C(=O)NC2C(O)OC(CO)C(O)C2O)c(I)c(N(C)C(C)=O)c1I (stereo unspecified)
 : . | . | 99 | 95 | 104 | . | 114 | .
> CC(=O)CCC=C1CCCCC1
 : 101 | 99 | 104 | 95 | 102 | 103 | 105 | 97
> CN(C)c1ccc(/C=N/Nc2nnc3n2N=C(c2ccccc2)CS3)cc1
 : 109 | 102 | 81 | 100 | 113 | 105 | 114 | 95
> COc1ccc(CCN2C(=O)/C(=C/c3csc(C#N)n3)SC2=S)cc1
 : 83 | -5.5* | 37 | 89 | -11* | -0.2* | -41* | 20
> CN1CCN(c2ccc(NC(=O)c3nc4ccc5[nH]ncc5c4c4c3CCCC4)cc2C(F)(F)F)CC1
 : 72 | 49 | 76 | 60 | 89 | 88 | 80 | 88
> N=C1SCc2ccc3ccccc3c21
 : 89 | . | 98 | 98 | 99 | 101 | 98 | 86
> C=CCc1cc(C)ccc1NC(C(=O)NCC(=O)OC)c1ccccc1 (stereo unspecified)
 : 86 | 103 | 102 | 93 | 101 | 96 | 97 | 94
> NC(=S)Nc1ccc(Br)cc1
 : 94 | 96 | 103 | 100 | 106 | 96 | . | 108
> N#Cc1cnn(C(=O)c2ccccc2Br)c1NC(=O)c1ccc(Cl)cc1
 : 100 | 125 | 100 | 98 | 110 | 115 | 102 | 102
> CCCCCCOC(=O)NC1c2ccccc2Oc2ccccc21
 : 87 | 66 | 93 | 92 | 99 | 92 | 102 | 100
> NCCCCN
 : 109 | 85 | 107 | 109 | 111 | 110 | 107 | 105
> CCN(CC)CCNC(=O)c1ccc(-c2nc3ccc4[nH]ncc4c3c3c2CCCC3)cc1
 : 57 | 73 | 70 | 56 | 73 | 60 | 53 | 51
> COc1ccc(NC(=O)COc2ccccc2[C@H]2c3sc(=O)[nH]c3S[C@H](C)[C@H]2C(=O)N2N=C(c3ccc(OC)cc3)CC2c2ccc3ccccc3c2)cc1 (stereo partly specified)
 : 90 | 88 | 89 | 86 | 95 | 101 | 98 | 78
> O=C(N/N=C\c1ccc(Cl)c(Cl)c1)C(=O)N/N=C\c1ccc(Cl)c(Cl)c1
 : . | 92 | 101 | 98 | 114 | 113 | 108 | 94
> COC(=O)c1cn2c(ccc3c4ccccc4ccc32)c1C(=O)OC
 : 112 | 127 | 98 | 100 | 109 | 109 | 107 | 105
> NCC(=O)N1CCC[C@H]1C(=O)OC/C=C/c1ccccc1
 : 104 | . | 104 | 96 | 117 | 99 | 108 | 111
> CSC(=O)NCCNC(=O)SC
 : 104 | . | 111 | 100 | 102 | 112 | 108 | .
> O=C(CSc1nnc2n(Cc3ccccc3)c(=O)c3c4c(sc3n12)CCCC4)N1CCOCC1
 : 95 | 94 | 101 | 91 | 104 | 97 | 111 | 97
> O=C(NC(CSSCC(NC(=O)c1ccccc1)C(=O)O)C(=O)O)c1ccccc1 (stereo unspecified)
 : 96 | 88 | 108 | 104 | 118 | 97 | 99 | 103
> O=C(O)c1ccc(Nc2nc(O)c(C=Nc3ccc(Cl)cc3)s2)cc1
 : 109 | 83 | 99 | 103 | 103 | 115 | 109 | 105
> CCOC(=O)C1=C(C)N(c2ccc(OC)cc2)[C@]2(C#N)C(O)=C(Cl)C(Cl)=C(O)[C@]12C#N
 : 88 | 86 | 92 | 103 | 101 | 114 | 94 | 110
> COc1cc(-c2nn(-c3cccc(NC(=O)CCN4CCN(Cc5ccccc5)CC4)c3)cc2-c2ccncc2)ccc1Cl
 : 24 | -0.6* | -95* | 12 | -85* | -31* | -61* | 48
> O=C(NCCN1CCOCC1)c1ccc(-c2nc3ccc4[nH]ncc4c3c3c2C2CCC3C2)cc1 (stereo unspecified)
 : 95 | 117 | 97 | 105 | 108 | 121 | 99 | 103
> Cc1nn(-c2ccccc2)c2[nH]c(-c3ccc(Cl)cc3)c(C3C(=O)N(Cc4ccccc4)c4ccc(Cl)cc43)c12 (stereo unspecified)
 : 124 | . | 97 | 94 | 95 | 119 | 113 | .
> COC(=O)C[C@](O)(CCCC(C)(C)O)C(=O)O[C@H]1C(OC)=C[C@@]23CCCN2CCc2cc4c(cc2[C@@H]13)OCO4
 : 14 | . | -72* | -19* | -35* | -40* | -71* | -4.8*
> COc1ccc(C(=O)/C=C/C23c4ccccc4C(c4ccccc42)C2C(=O)NC(=O)C23)cc1 (stereo unspecified)
 : 96 | 103 | 96 | 91 | 108 | 103 | 105 | 88
> COc1ccc2c(c1OC)C(CC(C)=O)N1CCc3cc4c(cc3C1C2=O)OCO4 (stereo unspecified)
 : 96 | 87 | 100 | 94 | 94 | 95 | 115 | 106
> COc1cc(-c2nc(SCCC(C)C)nc(Nc3ccc([N+](=O)[O-])cc3[N+](=O)[O-])c2C#N)cc(OC)c1OC
 : 116 | 100 | 100 | 102 | 113 | 120 | 101 | 104
> CCN1CC2=C(Nc3nc(SC)[nH]c(=O)c3C2c2ccc(OC)cc2)/C(=C/c2ccc(OC)cc2)C1 (stereo unspecified)
 : 109 | 88 | 87 | . | 112 | 108 | 109 | 83
> Cc1[nH]c(/C=C/C(=O)c2ccc(C(F)(F)F)c(F)c2)c(C)c1C(=O)NCc1ccccc1
 : 46&78 | 88&91 | 95&88 | 78&85 | 96&104 | 97&95 | 88&92 | 79&90
> Nc1nnc(Sc2nc3ccc(Cl)cc3c(=O)n2Cc2ccccc2)s1
 : 108 | 99 | 99 | 101 | 102 | . | 103 | .
> O=c1cc(/C(=C2/C=CC=N2)c2ccc[nH]2)c2cc(Cl)ccc2o1
 : 50 | 67 | . | 55 | 62 | 62 | 36 | 45
> O=C(/C=C/c1cc2ccccc2[nH]c1=O)c1ccc(Nc2nccc(-c3ccc4ccccc4c3)n2)cc1
 : 100 | 96 | 100 | 89 | 101 | 106 | 100 | 101
> COCCc1ccncc1
 : 98 | 103 | . | 96 | 109 | 99 | 105 | 116
> O=c1cc(-c2ccccc2)[nH]c(=O)[nH]1
 : 94 | 96 | 102 | 90 | 108 | 81 | 95 | 106
> CCCCCCCC/C=C\CCCCCCCC(=O)Oc1cccc2cccnc12
 : 96 | 236 | 102 | 101 | 176 | 140 | 90 | 95
> CC1(C)CC(=O)C2=C(C1)OC1=C(C(=O)CC(C)(C)C1)C2c1ccc(OCc2cn(-c3ccc(Cl)c(Cl)c3)nn2)cc1
 : 110 | 98 | 62 | 81 | 106 | 82 | 77 | 93
> CC1(C)CC(=O)C2=C(C1)N(c1sc3c(c1C#N)CCCC3)c1nc(N)c(C#N)c(N)c1C2c1cccc(Br)c1 (stereo unspecified)
 : 94 | 80 | 96 | 88 | 100 | 107 | 106 | 99
> CC1(C)CC(=O)C(N=Nc2c(C(=O)O)ccc3c2C(=O)c2ccccc2C3=O)=C(O)C1
 : 106 | 94 | 93 | 107 | 111 | 104 | 105 | 94
> CN(C)c1ccc(N=C2C=CC(=O)c3ccccc32)cc1
 : 83 | . | -56* | 28 | 74 | 65 | -18* | .
> CC(=O)c1c(C)c2ccc(Nc3nccc(-c4cccnc4)n3)cc2oc1=O
 : 101 | 107 | 92 | 87 | 108 | 103 | 106 | 95
> CCCCCc1ccc(S(=O)(=O)N(C(C)=O)c2cccc(-c3csc(N(CCN4CCN(C)CC4)C(C)=O)n3)c2)cc1
 : 83 | 34 | -98* | 39 | -86* | 93 | -72* | 62
> COc1cc2c(cc1OCCCN1CCN(C(=S)SCCC(C#N)(c3ccccc3)c3ccccc3)CC1)N=C[C@@H]1CCCN1C2=O
 : 1.8* | -71* | -100* | -3.6* | -83* | -80* | -77* | -96*
> C=CC(O)CN(C)C (stereo unspecified)
 : 101 | 72 | 100 | 97 | 109 | 111 | 99 | .
> CCCCCCCCCCCCCCCCN=C1NOCC1N (stereo unspecified)
 : 100 | 99 | 94 | 94 | 112 | 104 | 108 | 108
> COc1cccc2nc3n(c12)C(c1c(F)cccc1Cl)SC3 (stereo unspecified)
 : 100 | 79 | 89 | 97 | 114 | 84 | 111 | 88
> C[C@H]1[C@H](C)CC[C@]2(C(=O)NCC(=O)OCC#CCN3CCN(C)CC3)CC[C@]3(C)C(=CC[C@@H]4[C@@]5(C)CCC(=O)C(C)(C)[C@@H]5CC[C@]43C)[C@H]12
 : 87 | 88 | 110 | 86 | 105 | 98 | 96 | 101
> O=c1c2ccccc2sc2c(N3CCCC3)nc3ccccc3c12
 : 98 | 71 | 93 | 103 | 120 | 127 | 114 | 103

Molecules shown so far with two or more sulfur atoms, in the order listed:
Each structure is followed by: HOP-62 | HOP-92 | SK-MEL-5 | A549/ATCC | SK-MEL-28 | SK-MEL-2 | M14 | EKVX
> COc1cc2nc(SCC(=O)NNC(=S)NC(=O)c3ccccc3)n(-c3ccc(Cl)cc3)c(=O)c2cc1OC
 : 57 | 86 | 58 | 71 | 69 | 91 | 64 | 52
> COc1ccc(CCN2C(=O)/C(=C/c3csc(C#N)n3)SC2=S)cc1
 : 83 | -5.5* | 37 | 89 | -11* | -0.2* | -41* | 20
> COc1ccc(NC(=O)COc2ccccc2[C@H]2c3sc(=O)[nH]c3S[C@H](C)[C@H]2C(=O)N2N=C(c3ccc(OC)cc3)CC2c2ccc3ccccc3c2)cc1 (stereo partly specified)
 : 90 | 88 | 89 | 86 | 95 | 101 | 98 | 78
> CSC(=O)NCCNC(=O)SC
 : 104 | . | 111 | 100 | 102 | 112 | 108 | .
> O=C(CSc1nnc2n(Cc3ccccc3)c(=O)c3c4c(sc3n12)CCCC4)N1CCOCC1
 : 95 | 94 | 101 | 91 | 104 | 97 | 111 | 97
> O=C(NC(CSSCC(NC(=O)c1ccccc1)C(=O)O)C(=O)O)c1ccccc1 (stereo unspecified)
 : 96 | 88 | 108 | 104 | 118 | 97 | 99 | 103
> Nc1nnc(Sc2nc3ccc(Cl)cc3c(=O)n2Cc2ccccc2)s1
 : 108 | 99 | 99 | 101 | 102 | . | 103 | .
> CCCCCc1ccc(S(=O)(=O)N(C(C)=O)c2cccc(-c3csc(N(CCN4CCN(C)CC4)C(C)=O)n3)c2)cc1
 : 83 | 34 | -98* | 39 | -86* | 93 | -72* | 62
> COc1cc2c(cc1OCCCN1CCN(C(=S)SCCC(C#N)(c3ccccc3)c3ccccc3)CC1)N=C[C@@H]1CCCN1C2=O
 : 1.8* | -71* | -100* | -3.6* | -83* | -80* | -77* | -96*
